Source: PubChem BioAssay
IDE exosite FP – displaces the probe from the exo-site of human IDE | P14735 | purified IDE, FL-6b probe fluorescence polarization; active compounds read low | z-score at 20 µM | 17,000 compounds, 6.3% hits;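 active = z-score of -3 or lower, meaning strong loss of probe binding signal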;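 note: His-tagged human IDE residues 42-1019 made in E. coli with 30 nM FL-6b probe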
Target sequence (P14735 42-1019 limits assumed): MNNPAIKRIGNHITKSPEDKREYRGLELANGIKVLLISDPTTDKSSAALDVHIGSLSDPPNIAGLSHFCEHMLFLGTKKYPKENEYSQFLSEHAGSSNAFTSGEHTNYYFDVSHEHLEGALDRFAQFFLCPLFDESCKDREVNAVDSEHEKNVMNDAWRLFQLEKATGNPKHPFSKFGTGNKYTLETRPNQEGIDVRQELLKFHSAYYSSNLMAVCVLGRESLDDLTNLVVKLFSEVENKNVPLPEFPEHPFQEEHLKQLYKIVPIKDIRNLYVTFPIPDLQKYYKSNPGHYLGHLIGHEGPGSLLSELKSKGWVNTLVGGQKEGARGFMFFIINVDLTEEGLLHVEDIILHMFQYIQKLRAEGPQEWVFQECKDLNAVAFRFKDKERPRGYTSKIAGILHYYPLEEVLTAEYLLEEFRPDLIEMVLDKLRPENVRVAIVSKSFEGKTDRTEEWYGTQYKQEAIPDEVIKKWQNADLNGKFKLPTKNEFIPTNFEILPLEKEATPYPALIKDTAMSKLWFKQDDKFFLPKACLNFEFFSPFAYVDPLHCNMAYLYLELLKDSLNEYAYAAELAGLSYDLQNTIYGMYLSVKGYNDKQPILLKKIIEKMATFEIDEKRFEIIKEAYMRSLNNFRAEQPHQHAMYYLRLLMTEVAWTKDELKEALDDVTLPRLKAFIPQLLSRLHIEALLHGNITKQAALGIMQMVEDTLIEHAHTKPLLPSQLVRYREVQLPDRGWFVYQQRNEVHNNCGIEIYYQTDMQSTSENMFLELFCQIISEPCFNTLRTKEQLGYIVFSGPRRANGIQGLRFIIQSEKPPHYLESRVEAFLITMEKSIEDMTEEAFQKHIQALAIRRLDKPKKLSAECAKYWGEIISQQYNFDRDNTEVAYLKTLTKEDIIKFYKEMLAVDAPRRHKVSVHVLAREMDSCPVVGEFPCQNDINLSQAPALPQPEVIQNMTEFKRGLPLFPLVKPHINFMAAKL
An asterisk follows results filed as active.

SMILES | IDE exosite FP
O=C(CN1CCOCC1)N1[C@@H](CO)[C@@H]2c3ccccc3NC[C@@H]21 | 2.5
CCC(=O)Nc1ccc2c(c1)C(=O)N(C)C[C@H](OC)[C@H](C)CN(C(=O)Cc1cccnc1)[C@H](C)CO2 | 2.1
O=C(Cc1ccccc1)N1CC(=O)N2[C@H](CO)[C@@H](c3ccc(C4=CCCC4)cc3)[C@@H]2C1 | 1.7
COc1ccc(-c2ccc([C@H]3[C@H]4CN(C(=O)C5CCC5)CC(=O)N4[C@H]3CO)cc2)cc1 | -0.16
CO[C@H]1CC[C@H]2CCN(C)C(=O)CC3(CCCCC3)CN(C)C(=O)c3cccc(C#N)c3OC[C@H]1O2 | 1
N#C[C@@H]1[C@@H](c2ccc(-c3cccc(F)c3)cc2)[C@@H](CO)N1C(=O)c1cccnc1 | -0.86
COCC(=O)N1CC2(C1)[C@H](c1ccc(-c3cccc(F)c3)cc1)[C@@H](CO)N2C(=O)C1CC1 | -0.39
CNC(=O)C[C@@H]1CC[C@H]2[C@@H](COc3ccc(NC(=O)c4ccccc4F)cc3C(=O)N2C)O1 | -0.68
Cc1cccc(-c2ccc([C@H]3[C@H](CO)N4C(=O)CN(C(=O)Cc5ccccn5)C[C@@H]34)cc2)c1 | -6.9*
N#C[C@@H]1[C@H](c2ccccc2C2=CCCCC2)[C@H](CO)N1C(=O)Nc1ccccc1F | -0.19
CC(=O)N1CC(=O)N2[C@H](CO)[C@@H](c3ccc(-c4ccncc4)cc3)[C@@H]2C1 | -0.35
CCCC(=O)N1CC2(C1)CN(C(=O)c1ccc(F)cc1)[C@H](CO)c1[nH]c3cc(OC)ccc3c12 | -1
O=C(c1ccccn1)N1CC[C@H]2[C@H](CO)Nc3ccc(Br)cc3[C@H]21 | 1.9
CO[C@@H]1CC[C@H]2CCN(C)C(=O)CCCN(C)C(=O)c3cc(C#N)ccc3OC[C@H]1O2 | -0.23
O=C(CN1CCOCC1)NC[C@@H]1[C@@H](c2ccccc2)[C@@H](CO)N1CC1CC1 | 2
COc1ccccc1-c1ccc([C@H]2[C@H](CO)N3CCCCN(S(=O)(=O)c4cn(C)cn4)C[C@@H]23)cc1 | 0.67
CCN(C[C@H]1[C@H](c2ccccc2)[C@@H](CO)N1C(=O)COC)S(C)(=O)=O | -0.9
CC(C)C[C@@H]1COCn2nncc2CCCC(=O)N1 | 0.22
O=C1CN(S(=O)(=O)c2ccccc2)C[C@H]2[C@@H](c3ccc(Br)cc3)[C@H](CO)N12 | 0.39
CCC(=O)N1CCCCN2[C@H](C1)[C@H](c1ccc(C#CCOC)cc1)[C@@H]2CO | 1.5
CNC(=O)C[C@H]1CC[C@@H]2[C@H](COC[C@H](O)CN2Cc2ccccc2F)O1 | 1.4
COc1ccc(-c2cn(CC[C@H]3CC[C@H](NC(=O)c4cnccn4)[C@H](CO)O3)nn2)cc1 | 0.18
CCCC(=O)N1C[C@H]2[C@@H](c3ccccc31)[C@@H](CO)N2C(=O)Nc1ccc(F)cc1 | 2.6
O=C(Nc1ccc(F)cc1)N1CC(=O)N2[C@H](C1)[C@@H](c1ccc(-c3cccc(F)c3)cc1)[C@@H]2CO | -1.8
COCC#Cc1ccc([C@@H]2[C@H]3CN(C(=O)Nc4ccc(F)cc4)CC(=O)N3[C@H]2CO)cc1 | 3.2
CN(C)CC(=O)N1CCCCN2[C@@H](CO)[C@@H](c3ccc(-c4ccccc4)cc3)[C@@H]2C1 | -0.78
CCC(=O)N1CC2(CCN(C(=O)Nc3c(C)noc3C)CC2)c2c([nH]c3cc(OC)ccc23)[C@H]1CO | 0.28
CS(=O)(=O)N1CC(=O)N2[C@H](CO)[C@H](c3ccc(Br)cc3)[C@@H]2C1 | -0.52
CCN1CC(=O)N2[C@H](C1)[C@@H](c1ccc(-c3ccccc3F)cc1)[C@@H]2CO | -2.6
COc1cccc(NC(=O)C[C@H]2CC[C@@H]3[C@H](COc4ccc(NC(=O)C5CC5)cc4C(=O)N3C)O2)c1 | -0.74
COc1ccc2c3c([nH]c2c1)[C@H](CO)N(C(=O)C1CCOCC1)CC31CN(C(=O)NC(C)C)C1 | -0.62
COc1ccc(NC(=O)N(C)C[C@H]2OCCCC[C@H](C)Oc3ccc(NC(=O)c4ccncc4)cc3C(=O)N([C@@H](C)CO)C[C@@H]2C)cc1 | 0.88
COc1ccc(C#Cc2ccc3c(c2)[C@H]2[C@H](CCN2C(=O)c2cnccn2)[C@H](CO)N3)cc1 | 1.9
C[C@@H]1CN([C@@H](C)CO)C(=O)c2cc(NC(=O)Cn3cnnn3)ccc2O[C@@H]1CN(C)Cc1ccc(C(=O)Nc2ccccc2N)cc1 | 0.33
CC(=O)NC[C@H]1[C@H](c2ccc(-c3ccccc3F)cc2)[C@@H](CO)N1C(C)=O | -0.76
C/C=C/c1cnc2c(c1)C(=O)N([C@@H](C)CO)C[C@H](C)[C@@H](CN(C)C(=O)Nc1cccc(OC)c1)O2 | -0.61
C[C@@H]1CN([C@H](C)CO)C(=O)c2ccccc2-c2ccccc2CO[C@H]1CN(C)S(=O)(=O)c1cccs1 | -0.86
Cc1cccc(-c2ccc(C3[C@@H]4CN(Cc5ccccc5)C[C@H]3N4)cc2)c1 (some centres undefined) | -5.1*
O=C(c1ccc2c(c1)OCO2)N1CC(=O)N2[C@@H](CO)[C@@H](c3ccc(C#CC4CCCC4)cc3)[C@@H]2C1 | 0.43
CN1C[C@@H](O)COC[C@H]2O[C@@H](CC(=O)NC3CCCC3)CC[C@@H]21 | 1.1
O=C1CN(S(=O)(=O)Cc2ccccc2)C[C@@H]2[C@@H](c3ccc(C#Cc4ccccc4)cc3)[C@@H](CO)N12 | -0.43
CC[C@H]1C/C=C\C[C@H](CC)NC(=O)[C@H](C)CC(=O)N1 | 1.1
COc1ccc(C#Cc2ccc([C@@H]3[C@@H](CO)N4CCCCN(C(=O)c5ccncc5)C[C@@H]34)cc2)cc1 | -0.38
CO[C@@H](CN(C)S(=O)(=O)c1ccc(C)cc1)[C@@H](C)CN(C(=O)Nc1ccccc1F)[C@H](C)CO | 0.71
C[C@H](CO)N1C[C@H](C)[C@@H](CN(C)C(=O)[C@@H](Cc2ccccc2)N(C)C)OCc2ccccc2-c2ccccc2C1=O | 1.1
CCc1sc(N2[C@@H](C#N)[C@@H](c3ccccc3-c3cccc(F)c3)[C@@H]2CO)nc1C | -1
CCS(=O)(=O)N1CC2(CN(C(=O)NC(C)C)[C@@H](CO)c3c2c2ccc(OC)cc2n3C)C1 | 0.28
Cc1noc(C)c1S(=O)(=O)Nc1ccc2c(c1)C(=O)N([C@@H](C)CO)C[C@@H](C)[C@H](CN(C)C(=O)Nc1cccc3ccccc13)OCCCC[C@@H](C)O2 | -1.7
Cc1cccc(-c2ccc([C@@H]3[C@@H](CO)N4CCCCN(C(=O)c5cccnc5)C[C@H]34)cc2)c1 | -4.3*
N#C[C@H]1[C@@H](c2ccccc2-c2ccccc2F)[C@H](CO)N1C(=O)Cc1ccccc1 | -0.96

IDE exosite FP, entries above that show a hit
SMILES | IDE exosite FP
Cc1cccc(-c2ccc([C@H]3[C@H](CO)N4C(=O)CN(C(=O)Cc5ccccn5)C[C@@H]34)cc2)c1 | -6.9*
Cc1cccc(-c2ccc(C3[C@@H]4CN(Cc5ccccc5)C[C@H]3N4)cc2)c1 (some centres undefined) | -5.1*
Cc1cccc(-c2ccc([C@@H]3[C@@H](CO)N4CCCCN(C(=O)c5cccnc5)C[C@H]34)cc2)c1 | -4.3*

New compounds follow
SMILES | IDE exosite FP
C/C=C/c1ccc([C@H]2[C@@H](CNC(=O)CC3CC3)N(C(C)=O)[C@H]2CO)cc1 | 2.3
COc1ccc(NC(=O)N(C)C[C@@H]2Oc3c(NS(=O)(=O)c4c(C)noc4C)cccc3C(=O)N([C@@H](C)CO)C[C@@H]2C)cc1 | 0.83
CO[C@@H](CN(C)Cc1ccc2c(c1)OCO2)[C@H](C)CN(C(=O)c1ccccc1)[C@@H](C)CO | -0.75
O=C(C1CC1)N1CC(=O)N2[C@@H](CO)[C@@H](c3ccc(C#CC4CCCC4)cc3)[C@@H]2C1 | 2.5
COCC(=O)Nc1ccc2c(c1)C(=O)N(C)[C@@H]1CC[C@H](CC(=O)NC3Cc4ccccc4C3)O[C@@H]1CO2 | -0.95
COc1cccc(S(=O)(=O)N2C[C@@H](O)COC[C@H]3O[C@@H](CC(=O)N4CCN(c5ccccc5)CC4)CC[C@@H]32)c1 | -0.78
CCc1csc(N2[C@H](C#N)[C@H](c3ccc(-c4cccc(F)c4)cc3)[C@H]2CO)n1 | 2.6
O=C(NCC[C@H]1CC[C@H](NS(=O)(=O)Cc2ccccc2)[C@H](CO)O1)C1CCCCC1 | 0.34
Cc1noc(C)c1NC(=O)Nc1ccc2c(c1)C(=O)N([C@@H](C)CO)C[C@H](C)[C@H](CN(C)S(=O)(=O)c1cccs1)OCCCC[C@@H](C)O2 | 1.8
COCC#Cc1ccc([C@@H]2[C@H]3CN(Cc4ccccc4F)CCCCN3[C@H]2CO)cc1 | 4.9

Compounds listed so far containing two or more sulfur atoms (2):
SMILES | IDE exosite FP
C[C@@H]1CN([C@H](C)CO)C(=O)c2ccccc2-c2ccccc2CO[C@H]1CN(C)S(=O)(=O)c1cccs1 | -0.86
Cc1noc(C)c1NC(=O)Nc1ccc2c(c1)C(=O)N([C@@H](C)CO)C[C@H](C)[C@H](CN(C)S(=O)(=O)c1cccs1)OCCCC[C@@H](C)O2 | 1.8

(more compounds)
SMILES | IDE exosite FP
CC(C)C#Cc1ccc([C@@H]2[C@@H](CO)N3CCCCN(CC4CC4)C[C@H]23)cc1 | 4.8
O=C(Cc1cccnc1)N1CC(=O)N2[C@H](CO)[C@@H](c3ccc(C4=CCCCC4)cc3)[C@H]2C1 | -0.46
O=C(NC[C@@H]1[C@@H](c2ccccc2)[C@H](CO)N1C(=O)C1CCC1)NC1CCCC1 | 0.92
O=C(c1cnccn1)N1CC(=O)N2[C@H](C1)[C@@H](c1ccc(C#CC3CCCCC3)cc1)[C@@H]2CO | 4.4
CC(C)NC(=O)Nc1ccc2c(c1)C(=O)N([C@H](C)CO)C[C@H](C)[C@@H](CN(C)C(=O)C1CCCCC1)OCCCC[C@@H](C)O2 | 0.38
CCCNC(=O)N1CC2(CCN(S(=O)(=O)CC)CC2)c2c([nH]c3cc(OC)ccc23)[C@H]1CO | 0.14
CCCC(=O)Nc1ccc2c(c1)OC[C@H](C)N(C(=O)c1cccnc1)C[C@H](C)[C@@H](OC)CN(C)C2=O | 0.27
CCCC(=O)N1CC2(C1)CN(CC1CC1)[C@@H](CO)c1[nH]c3cc(OC)ccc3c12 | -1.3
CN(C)C(=O)c1ccc(-c2ccc([C@H]3[C@H](CO)N4CCCCN(S(C)(=O)=O)C[C@@H]34)cc2)cc1 | 4.4
CC(C)N(C[C@H]1[C@@H](c2ccccc2)[C@H](CO)N1S(C)(=O)=O)C(=O)CN(C)C | -0.5
CC(=O)N1[C@@H](CO)[C@H](c2ccccc2)[C@@H]1CN(C(=O)c1ccc(F)cc1)C(C)C | 4.3
COc1cccc(NC(=O)Nc2ccc3c(c2)C(=O)N(C)C[C@H](OC)[C@H](C)CN[C@@H](C)CO3)c1 | -1.9
N#C[C@H]1[C@@H](c2ccc(-c3ccc(F)cc3)cc2)[C@H](CO)N1c1nc(-c2ccccc2)cs1 | 2.8
O=S(=O)(c1ccc(F)cc1)N1CCCCN2[C@H](CO)[C@H](c3ccc(-c4cncnc4)cc3)[C@H]2C1 | 0.31
CCS(=O)(=O)Nc1ccc2c(c1)C(=O)N(C)[C@@H]1CC[C@H](CC(=O)NCCCN3CCOCC3)O[C@H]1CO2 | -0.088
CCCC#Cc1ccc([C@@H]2[C@@H](CO)N3C(=O)CN(C(=O)Nc4ccc(F)cc4)C[C@H]23)cc1 | 4.7
C/C=C/c1ccc([C@@H]2[C@H](CO)N3C(=O)CN(Cc4ccc(C(=O)OC)cc4)C[C@@H]23)cc1 | 0.3
COc1ccc2c3c([nH]c2c1)[C@H](CO)N(C(=O)Cc1ccccc1)CC31CCN(C)CC1 | -1.4
N#C[C@@H]1[C@@H](c2ccccc2C2=CCCCC2)[C@H](CO)N1C(=O)NC1CCCC1 | 3.9
Cc1ccccc1S(=O)(=O)N1CC(=O)N2[C@@H](CO)[C@H](c3ccc(C#CCN(C)C)cc3)[C@@H]2C1 | 1.7

Some of the entries so far, as labelled records:
Cc1ccccc1S(=O)(=O)N1CC(=O)N2[C@@H](CO)[C@H](c3ccc(C#CCN(C)C)cc3)[C@@H]2C1
- IDE exosite FP = 1.7
N#C[C@@H]1[C@@H](c2ccccc2C2=CCCCC2)[C@H](CO)N1C(=O)NC1CCCC1
- IDE exosite FP = 3.9
CC(=O)N1[C@@H](CO)[C@H](c2ccccc2)[C@@H]1CN(C(=O)c1ccc(F)cc1)C(C)C
- IDE exosite FP = 4.3

The list goes on.
SMILES | IDE exosite FP
C[C@@H]1CN([C@@H](C)CO)C(=O)c2cc(NC(=O)Nc3ccc(C(F)(F)F)cc3)ccc2O[C@@H](C)CCCCO[C@H]1CN(C)CC1CCCCC1 | 2.5
CC(C)CC#Cc1ccc([C@@H]2[C@H](CO)N3C(=O)CN(C(=O)CN4CCOCC4)C[C@@H]23)cc1 | 5.6
C/C=C/c1ccc([C@@H]2[C@@H](C#N)N(C(=O)Cc3ccccn3)[C@@H]2CO)cc1 | -0.67
O=C(C[C@H]1CC[C@H]2[C@@H](COC[C@@H](O)CN2CCc2ccccc2)O1)NCCCN1CCOCC1 | -0.44
CN(C)C(=O)c1ccc(-c2ccc([C@@H]3[C@@H](C#N)N(C(=O)C4CCCCC4)[C@H]3CO)cc2)cc1 | 4.3
O=C(C[C@@H]1CC[C@H]2[C@@H](COC[C@H](O)CN2CC2CCOCC2)O1)NCc1ccc(Cl)cc1 | 1.7
O=C(Nc1ccc(F)cc1)N1CC(=O)N2[C@H](CO)[C@@H](c3ccc(C#Cc4ccc(F)cc4)cc3)[C@@H]2C1 | 0.95
CN(C)CC#Cc1ccc([C@@H]2[C@H](CO)N3CCCCN(S(=O)(=O)c4ccccc4F)C[C@@H]23)cc1 | -1

A portion of the library, so the mix of outcomes need not match the whole.
